E coli Lon inh: inhibitors of E. coli Lon protease, primary screen, biochemical, fluorescence polarization. purified E. coli Lon protease. 0.42% of 360,000 active. inhibition, % at 7.94 µM; in the data active = inhibition above about 13%, passing the limit was not always enough;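 also: 0% = enzyme with probe and DMSO and 100% = no enzyme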
NRP1-CendR mod: modulators of CendR peptide binding to NRP-1, primary screen, biochemical, fluorescence polarization, uHTS; Neuropilin-1 (Homo sapiens), O14786; FAM-RPARPAR peptide binding to NRP-1; inhibition, % at 25 µM; 0.85% of 360,000 active; AID 602438, 2012;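 active = inhibition or corrected inhibition above about 18%, plus a signal ratio from 0.5 to 1.5, limit read from the data, passing the limit was not always enough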; also: strong numbers were not always called active
FAS TE block: FAS thioesterase domain inhibitors, primary screen, biochemical, fluorescence intensity, uHTS; 0.67% of 360,000 active; recombinant FAS-TE, OMFH fluorogenic substrate, fluorescence endpoint; AID 602261, 2012; inhibition, % at 15 µM;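 active = compounds whose normalised, plate-corrected inhibition of enzyme fluorescence in the single-dose primary screen is 50% or more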;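 also: 0% = DMSO with enzyme and 100% = substrate without enzyme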
Neddyl block: inhibitors of cullin neddylation, primary screen, biochemical, TR-FRET, uHTS, NAE and Ubc12 | AID 651699, 2012 | 0.58% of 360,000 active | calls only at 25 µM; in the data active = inhibition above about 36%
MsrA act: bovine MsrA enzyme activators, primary screen, biochemical, absorbance, HTS; 0.3% of 360,000 active; purified bovine MsrA, absorbance read-out; activation, % at 10.6 µM; Methionine sulfoxide reductase A (Bos taurus); in the data active = activation above about 7.5%;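 also: 0% = vehicle and 100% = reference activator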
MLLE-PAM2 inh: inhibitors of PABP1 MLLE–PAM2 peptide binding, primary screen, biochemical, fluorescence polarization, FITC-PAM2, GST-MLLE | 0.36% of 360,000 active | Polyadenylate-binding protein 1 (Homo sapiens), P11940 | inhibition, % at 20 µM; in the data active = inhibition above about 35%, passing the limit was not always enough;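 also: plate controls were DMSO wells with GST-MLLE for no effect and wells lacking GST-MLLE protein for full effect; some results filed as inactive read as strong as hits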
Rin1-Abl PPI inh: inhibitors of Rin1-Abl protein binding, primary screen, biochemical, TR-FRET | Tyrosine-protein kinase ABL1 (Homo sapiens) + Ras and Rab interactor 1 (Homo sapiens), … | inhibition, % at 7.35 µM | 0.4% of 360,000 active; in the data active = inhibition above about 5%, passing the limit was not always enough
Target sequence (P00519 whole entry, looked up): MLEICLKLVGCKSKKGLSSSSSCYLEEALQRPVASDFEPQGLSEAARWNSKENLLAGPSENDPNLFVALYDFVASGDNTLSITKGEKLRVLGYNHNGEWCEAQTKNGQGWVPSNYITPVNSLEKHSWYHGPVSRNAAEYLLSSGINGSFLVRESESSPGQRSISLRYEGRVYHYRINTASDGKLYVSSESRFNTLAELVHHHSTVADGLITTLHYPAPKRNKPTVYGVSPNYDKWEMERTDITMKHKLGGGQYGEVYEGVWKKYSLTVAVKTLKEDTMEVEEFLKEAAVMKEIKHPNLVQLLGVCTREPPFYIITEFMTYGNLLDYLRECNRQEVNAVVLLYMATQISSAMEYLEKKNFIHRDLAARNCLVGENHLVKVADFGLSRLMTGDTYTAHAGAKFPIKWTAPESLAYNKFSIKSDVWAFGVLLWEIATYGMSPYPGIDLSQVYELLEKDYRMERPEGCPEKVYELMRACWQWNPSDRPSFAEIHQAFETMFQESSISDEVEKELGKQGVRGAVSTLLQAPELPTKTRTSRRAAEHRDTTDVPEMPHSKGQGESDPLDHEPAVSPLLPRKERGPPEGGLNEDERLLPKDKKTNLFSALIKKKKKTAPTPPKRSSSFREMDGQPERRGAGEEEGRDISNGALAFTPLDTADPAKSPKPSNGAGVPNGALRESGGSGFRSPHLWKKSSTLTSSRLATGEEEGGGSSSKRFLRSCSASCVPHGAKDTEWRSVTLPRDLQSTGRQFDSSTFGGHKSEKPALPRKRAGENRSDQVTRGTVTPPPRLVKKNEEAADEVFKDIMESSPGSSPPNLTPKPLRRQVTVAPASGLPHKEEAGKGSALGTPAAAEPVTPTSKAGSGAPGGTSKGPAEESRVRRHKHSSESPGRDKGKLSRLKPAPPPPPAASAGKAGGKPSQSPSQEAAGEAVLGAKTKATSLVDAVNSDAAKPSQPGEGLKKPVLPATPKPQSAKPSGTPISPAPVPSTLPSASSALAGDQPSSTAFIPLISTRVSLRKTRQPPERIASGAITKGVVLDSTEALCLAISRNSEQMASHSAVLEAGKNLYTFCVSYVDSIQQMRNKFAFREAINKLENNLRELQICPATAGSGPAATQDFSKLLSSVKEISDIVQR
Target sequence (Q13671 whole entry, looked up): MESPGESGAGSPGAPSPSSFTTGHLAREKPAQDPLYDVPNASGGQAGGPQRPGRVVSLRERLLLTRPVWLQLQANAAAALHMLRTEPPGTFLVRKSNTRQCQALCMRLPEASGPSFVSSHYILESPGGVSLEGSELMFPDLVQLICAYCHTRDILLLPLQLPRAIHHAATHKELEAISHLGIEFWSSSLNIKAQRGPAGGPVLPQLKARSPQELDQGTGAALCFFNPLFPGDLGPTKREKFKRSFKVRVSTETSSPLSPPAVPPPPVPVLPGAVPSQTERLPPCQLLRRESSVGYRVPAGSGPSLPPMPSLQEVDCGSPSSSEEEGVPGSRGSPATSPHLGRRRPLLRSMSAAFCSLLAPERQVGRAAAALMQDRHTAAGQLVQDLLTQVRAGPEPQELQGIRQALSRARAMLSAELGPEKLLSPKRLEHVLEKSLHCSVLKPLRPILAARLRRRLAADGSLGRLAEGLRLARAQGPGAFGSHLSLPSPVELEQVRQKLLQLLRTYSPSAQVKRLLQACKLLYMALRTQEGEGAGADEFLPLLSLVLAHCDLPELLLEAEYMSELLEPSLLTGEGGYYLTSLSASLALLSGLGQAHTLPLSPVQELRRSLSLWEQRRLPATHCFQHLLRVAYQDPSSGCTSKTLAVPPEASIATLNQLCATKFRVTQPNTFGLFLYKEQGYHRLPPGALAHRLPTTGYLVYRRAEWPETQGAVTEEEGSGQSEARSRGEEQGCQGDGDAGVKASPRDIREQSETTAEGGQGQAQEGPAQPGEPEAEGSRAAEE
MT1-MMP act inh: blockers of MT1-MMP proenzyme processing, primary screen, HT1080 RFP-PRO-GFP cells, GFP/RFP fluorescence. GFP/RFP ratio fluorescence, overnight; percent of plate control window, DMSO zero. AID 651647, 2012. Matrix metalloproteinase-14 (Homo sapiens), P50281. 0.061% of 360,000 active. GFP/RFP ratio change, % at 20 µM;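 active = GFP/RFP ratio change of at least 30% with cell ATP level not reduced by more than half and red fluorescence within 50% of control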; also: strong numbers were not always called active
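Test system: HT1080 cells expressing an RFP-PRO-GFP fluorescent reporter construct / Compound dosing: single-point 20 µM compound, 1% DMSO / Schedule: cells overnight before dosing, compound overnight, 37 °C, 5% CO2 / Evaluation: GFP/RFP fluorescence ratio / Control set: DMSO and RFP-L50D-GFP cell wells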
SKN-1 inh: suppressors of acrylamide-induced Pgst-4::GFP reporter in worms, primary screen, SKN-1 inhibitor project, whole organism, uHTS, GFP/RFP fluorescence ratio, strain VP596; C. elegans VP596 Pgst-4::GFP/RFP ratio, 24 h; inhibition, % at 21.8 µM; 0.49% of 360,000 active;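 active = interference check ratio from 0.5 to 1.5 plus GFP to RFP signal ratio inhibition reaching or exceeding a fixed threshold, cut at about 30% in these data, passing the limit was not always enough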; also: some compounds called inactive have numbers as strong as hits
* marks the source's active call; other numbers are inactive results; i = inactive; / = not tested or not shown.

SMILES	E coli Lon inh	NRP1-CendR mod	FAS TE block	Neddyl block	MsrA act	MLLE-PAM2 inh	Rin1-Abl PPI inh	MT1-MMP act inh	SKN-1 inh
O=C(Nc1cccc2ccccc12)/C(=C\c1cccc([N+](=O)[O-])c1)NC(=O)c1cccs1	-19	-2	36	i	-3	8	0	-3	13
CCCCNC(=O)n1c(=O)oc2ccc(Cl)cc21	5	17	-1	i	0	-8	1	-11	18
CCNc1cc(N2CCCC2)ccc1[N+](=O)[O-]	3	-6	-6	i	0	-9	-3	-1	4
CCC(C)[C@H](NC(=O)NCCC1=CCCCC1)C(=O)OC (some centres not stated)	-4	-9	-1	i	-4	16	2	1	5
O=C(NC1CSC/C1=N\O)c1ccccc1 (configuration not stated)	-7	-6	-7	i	1	5	4	-1	9
COc1ccc(N(C(C)C(=O)NCc2ccco2)S(C)(=O)=O)cc1 (configuration not stated)	-4	-30	0	i	-1	13	-1	2	-9
CCCCc1nc2cc(C(=O)N3CCCC3)ccc2o1	-6	21	-7	i	-1	-3	-3	-1	-3
Cc1cc(C(=O)N/N=C/c2cccc(Cl)c2Cl)no1	-6	-3	-5	i	-10	-4	1	7	10
CC(C)(O)C#Cc1ccc(CNC[C@H]2O[C@@H](n3cnc(C(N)=O)n3)[C@H](O)[C@@H]2O)s1	3	4	-10	i	-2	1	-7	1	2
CCC1C(=O)C(C)(C)C(=O)OC1c1ccc([N+](=O)[O-])cc1 (configuration not stated)	-9	4	0	i	-1	7	-2	-2	6
CC(=O)n1c(C=Nc2ccc(Cl)cc2)c(O)c2ccccc21	-8	139	-58	i	-5	182	-3	-140	-41
COc1ccc(C=O)cc1OS(=O)(=O)c1ccc(NC(C)=O)cc1	2	12	2	i	-2	11	8.5*	-1	11
CC(=O)N1CCN(C(=O)c2ccc3c(c2)S(=O)(=O)c2ccccc2C3=O)CC1	-14	-5	-1	i	-3	-2	-4	-1	13
COCCCNC(=O)CN1C(=O)/C(=C\c2ccc(C)cc2)Sc2ccccc21	8	6	-6	i	-9	10	0	4	3
COc1ccc(C(=O)NC2CCCCCCC2)cc1OC	3	4	-3	i	1	6	2	-3	7
CN(C)S(=O)(=O)c1cccc(NC(=O)CSc2nc3ccccc3n2-c2ccccc2)c1	2	0	28	i	-6	-28	0	-19	2
COc1ccccc1C1NC(=O)NC(C)=C1C(C)=O (configuration not stated)	0	-12	-4	i	1	-10	-5	1	-8
O=C(O)c1ccc(CNCc2cc(Cl)ccc2O)cc1	-19	8	-4	i	-2	-3	2	2	1
CCOC(=O)c1c(NC(=S)Nc2ccc(Cl)cc2)sc2c1CCN(C)C2	-252	127	-14	i	-5	-13	-7	-44	19
CN1CCN(c2nc(NCCOC34CC5CC(CC(C5)C3)C4)nc(OCC(F)(F)F)n2)CC1	-2	-4	-13	i	-11	-10	0	/	-1
CC(=O)c1ccc2c(c1)OCCOCCOc1ccccc1OCCOCCO2	-4	20	-2	i	0	-4	0	-5	-4
COC(=O)COc1ccc(S(=O)(=O)NCc2ccco2)cc1	-4	7	-8	i	-3	2	-4	-1	10
Cc1ccc(C)n1-c1ccc(C(=O)N/N=C/c2ccncc2)cc1	-1	-30	-2	i	-4	-5	-2	2	-8
Cc1ccc(-c2nc(-c3ccccn3)sc2CC(=O)O)cc1	-3	-9	-4	i	-4	9	3	7	-3
O=C(CSc1ccc(S(=O)(=O)N2CCOCC2)cn1)Nc1ccc(OC(F)F)cc1	-6	1	-2	i	-1	11	2	5	3
COCCNC(=O)c1cccc(Nc2nc(-c3ccccc3)c3cc(Cl)ccc3n2)c1	-2	-3	37	i	-8	-7	3	-10	9
CCC[C@H]1CN(c2ccc(OC)cc2)C(=O)[C@@H]1CC(=O)Nc1ccccc1	-3	-5	6	i	1	2	-2	2	-1
CC(=O)OCC1=C(C(=O)O)N2C(=O)[C@@H](NC(=O)CSc3ccncc3)[C@H]2SC1	-8	-54	-5	i	-3	33	0	1	13
Cc1ccc(C(=O)NCC(=O)Nc2cc(C)ccn2)cc1	0	-6	-6	i	1	3	1	-3	7
Cc1cc2ncc(S(=O)(=O)c3ccccc3)c(N)n2n1	8	-3	-2	i	-2	0	4	4	-10
COc1ccccc1CNC(=O)CCCc1cn(C)c2ccccc12	-2	-1	3	i	-1	8	-1	15	-34
Fc1ccc(CSc2nc3ccccc3[nH]2)cc1	2	-4	0	i	-2	-19	3	-3	26
O=C(NCCN1CCN(c2ccccc2)CC1)c1cccc(Br)c1	-7	5	10	i	-4	18	-1	-10	13
O=C(c1ccccc1)N1CCC(=O)N(C(CO)Cc2ccccc2)CC1 (configuration not stated)	11	13	-8	i	-14	13	4	2	5
C=C1C(O)C[C@@H](C(C)C)N(CC(C)C)S1(=O)=O (some centres not stated)	-2	-8	-9	i	0	-5	3	0	5
N#C/C(=C\c1c[nH]c2ccccc12)C(N)=O	0	-2	-6	i	-2	4	-5	-3	18
COC(=O)Cc1n[nH]c(=O)c2ccccc12	-2	-4	-4	i	-3	4	1	3	-3
O=C(NCc1ccccc1F)C1CCCN1S(=O)(=O)c1ccc(F)cc1 (configuration not stated)	-7	-9	-7	i	-8	-5	2	-2	10
COc1ccc(C=O)c2[nH]c3c(Cl)ncnc3c12	5	4	-2	i	-3	2	0	5	4
C=CCn1c(Cc2ccc(OCC)cc2)nnc1SCC(N)=O	4	-10	-5	i	-1	2	-1	0	8
O=C(NCc1ccco1)c1cccc(N2CCCC2=O)c1	3	13	-3	i	1	-32	6	13	10
CC(=O)Nc1c(C)ccc(CNC(=O)COc2ccc(F)cc2)c1C	-4	10	-10	i	-6	4	1	4	-9
O=S(=O)(Nc1nc2ccccc2nc1Nc1ccc2c(c1)OCO2)c1ccccc1	3	-12	5	i	-2	1	0	-7	11
CSc1ccc(/C=C(\NC(=O)c2ccccc2)C(=O)NCCN2CCOCC2)cc1	1	8	-5	i	-2	-2	-1	-3	13
COc1ccccc1C1CC(=O)Nc2cc(C)c(C)cc21 (configuration not stated)	2	0	1	i	-1	-6	-4	-7	15

Five entries drawn at random from those above, as already listed:
SMILES	E coli Lon inh	NRP1-CendR mod	FAS TE block	Neddyl block	MsrA act	MLLE-PAM2 inh	Rin1-Abl PPI inh	MT1-MMP act inh	SKN-1 inh
Fc1ccc(CSc2nc3ccccc3[nH]2)cc1	2	-4	0	i	-2	-19	3	-3	26
COc1ccccc1C1CC(=O)Nc2cc(C)c(C)cc21 (configuration not stated)	2	0	1	i	-1	-6	-4	-7	15
O=C(c1ccccc1)N1CCC(=O)N(C(CO)Cc2ccccc2)CC1 (configuration not stated)	11	13	-8	i	-14	13	4	2	5
C=C1C(O)C[C@@H](C(C)C)N(CC(C)C)S1(=O)=O (some centres not stated)	-2	-8	-9	i	0	-5	3	0	5
CC(=O)Nc1c(C)ccc(CNC(=O)COc2ccc(F)cc2)c1C	-4	10	-10	i	-6	4	1	4	-9

Remaining list, next part
SMILES	E coli Lon inh	NRP1-CendR mod	FAS TE block	Neddyl block	MsrA act	MLLE-PAM2 inh	Rin1-Abl PPI inh	MT1-MMP act inh	SKN-1 inh
O=C(COC(=O)c1ccccc1)NCc1ccco1	3	0	-5	i	-1	-6	5	3	-30
O=C(N/N=C/c1ccco1)c1cccc(NC(=O)c2cccc(Cl)c2)c1	-5	4	2	i	-12	-12	1	-2	-15
C(=C\c1ccccc1)/CNCC1CCCO1 (configuration not stated)	-1	0	-7	i	-4	5	1	10	7
CCC(C)c1ccccc1N1CC(C(=O)N2CCN(S(=O)(=O)c3ccccc3Br)CC2)CC1=O (configuration not stated)	0	-2	-3	i	0	6	4	2	9
COc1cccc(C#Cc2cnc3c(c2)C(=O)N([C@@H](C)CO)C[C@H](C)[C@H](CN(C)C(=O)C2CCC2)O3)c1	-6	-6	-3	i	-2	-5	1	0	-2
O=C(c1ccc(NS(=O)(=O)c2cccc([N+](=O)[O-])c2)cc1)N1CCCCCC1	-8	-11	-1	i	-2	-7	-2	2	6
CC1(C)CC(=O)C(C2C3=C(CC(C)(C)CC3=O)Oc3ccccc32)C(=O)C1 (configuration not stated)	3	-6	-1	i	-6	6	3	-2	-7
COc1ccc(Cl)cc1NC(=O)NC(C)C	-3	4	1	i	-4	-4	0	0	5
CN=CC1=C(O)C(C(=O)OC)C(C)(C)CC1=O (configuration not stated)	2	7	-14	i	-2	-1	-1	0	-14
COc1ccc(N(CC(=O)N2CCc3ccccc32)S(=O)(=O)c2c(C)n[nH]c2C)cc1	1	5	0	i	0	-12	-2	10	-9
O=C1CSc2ccc(S(=O)(=O)NCc3ccccc3Cl)cc2N1	5	9	4	i	-2	1	2	1	15
Cn1c(SCc2nc3ccccc3c(=O)[nH]2)nc2ccccc21	5	2	-6	i	-1	-5	3	0	9
CCOC(=O)[C@H]1[C@H]2COc3ccc(C)cc3[C@@H]2N2C(=O)c3ccc(C)cc3NC(=O)[C@@]12C	-5	3	14	i	0	4	1	-8	18
CCOC(=O)C1(Cc2cccc(F)c2)CCN(C(=O)Cn2cnnn2)CC1	-11	-5	-5	i	-3	-18	-2	1	8
Cc1ccc(CN2CC(C(=O)Nc3ncc(C)s3)CC2=O)cc1 (configuration not stated)	-1	-1	-4	i	-2	9	3	-2	15
Cc1ccc(S(=O)(=O)Nc2ccc3c(c2)CCC3)cc1	-8	3	13	i	-1	-10	-2	-1	11
COc1ccc(CCNC(=O)COc2ccc3c(C)cc(=O)oc3c2)cc1OC	-4	6	-2	i	-1	6	2	-5	9
Oc1ccc2ccccc2c1/C=N/Nc1ccccc1	-11	8	1	i	2	9	2	5	15
Cc1ccc(C(=O)NCC(=O)N(C)Cc2cccc(F)c2)s1	-10	3	-3	i	-7	6	-3	9	-10
CCCCn1c(N)c(N(CC(C)C)C(=O)CSc2nnc(C)n2-c2ccccc2)c(=O)[nH]c1=O	0	3	-14	i	-1	-43	-1	0	17
O=C(Cc1ccc(Cl)cc1)N/N=C/c1c(Cl)cccc1Cl	-1	0	-5	i	-1	11	2	-2	2
CCCc1cc(Nc2ccc(C)cc2)n2ncnc2n1	-2	-1	0	i	-13	8	3	0	-8
CC(=O)Nc1ccccc1-c1nc2ccccc2nc1OCC(=O)c1ccc(Cl)cc1	0	-17	-6	i	-4	2	1	2	1
CN(C)C(=O)c1ccc(-n2cccn2)nc1	-15	-4	-4	i	-1	11	3	-1	-6
O=C(O)CCN1C(=O)c2ccncc2C1=O	-7	2	-11	i	-10	-7	1	5	-17
COc1ccc(NC(=O)Nc2cccc3c2O[C@H](CN(C)Cc2ccc(-c4ccccc4)cc2)[C@@H](C)CN([C@H](C)CO)C3=O)cc1	-3	-3	7	i	-11	7	3	1	-5
COc1ccc(C(=O)NCC(=O)N/N=C/c2c(C)[nH]c3ccccc23)cc1	2	1	-5	i	-2	-3	-4	1	-6
Cc1cccc(N=Nc2c(N)n[nH]c2N)c1	-8	12	-14	i	-5	17	0	4	2
CC(O)C(NC(=O)OCc1ccccc1)C(=O)OCc1ccccc1 (configuration not stated)	11	-1	5	i	-12	13	2	-3	-1
O=C(CSc1n[nH]c(=O)[nH]c1=O)Nc1ccc(SC(F)F)cc1	-14	20	3	i	0	10	1	4	16
COc1cccc(NC(=O)C(C)N2C(=O)c3ccccc3C2=O)c1 (configuration not stated)	4	-3	-2	i	1	-11	1	2	-8

Source: PubChem BioAssay (several laboratories)
